# Source: PubChem
# Salmonella PhoP GFP: Inhibition of PhoP regulon, Salmonella typhi GFP reporter cells, confirmation, 4 h (AID 1850). Salmonella Typhi PhoP-promoter GFP reporter, fluorescence, 4 h; higher % means a stronger effect. inhibition, % at 50 µM, or IC50 in µM where a hit was titrated. 310,000 tested, 0.33% active; in the data active = a potency from the dose series; inconclusive = inhibition mostly from about 25% at the one dose, without a potency; inactive = the rest, 99 in 100 with inhibition below about 19%;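 also: 0% = induced wells with vehicle and 100% = uninduced wells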
# VEEV TC-83 Vero: inhibitors of VEEV TC-83 cytopathic effect, confirmation, Vero cells (AID 588727). inhibition, % at 20 µM; hits with a dose series show IC50 in µM. 350,000 tested, 0.13% active. Vero cells, VEEV TC-83 cytopathic effect inhibition; higher % means a stronger effect; in the data active = a potency from the dose series; inconclusive = inhibition mostly from about 14% at the one dose, without a potency; inactive = the rest, 99 in 100 with inhibition below about 12%; also: strong numbers were not always called active
# M. tuberculosis: growth inhibition of non-replicating M. tuberculosis (AID 488890) | 320,000 tested, 0.39% active | Mycobacterium tuberculosis non-replicating, growth inhibition; higher % means a stronger effect | inhibition, % at 25 µM; hits with a dose series show IC50 in µM; in the data active = a potency from the dose series; inconclusive = inhibition mostly from about 82% at the one dose, without a potency; inactive = the rest, 99 in 100 with inhibition below about 76%;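 also: plate controls were DMSO cells for no effect and high antibiotic wells for full effect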
# H37Rv inhibition: M. tuberculosis growth inhibition, HTS (AID 449762) | M. tuberculosis H37Rv growth inhibition, 7H9 media; higher % means a stronger effect | inhibition, % at 25 µM; hits with a dose series show IC50 in µM | 330,000 tested, 0.59% active; in the data active = a potency from the dose series; inconclusive = inhibition above about 70% without an active follow-up result;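 also: bacterial growth assessed after seven days of incubation; strong numbers were not always called active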
# H1N1 NS1A inhibition: H1N1 influenza NS1A inhibitors, functional cell based assay (AID 504329); NS1A functional cell-based assay, percent inhibition; higher % means a stronger effect; one-dose inhibition, % at 12.5 µM; IC50 in µM for titrated hits; 340,000 tested, 0.3% active; in the data active = a potency from the dose series; inconclusive = inhibition above about 27% without an active follow-up result; also: strong numbers were not always called active
# VEEV TC-83 Vero 10K pilot screen: recorded beside VEEV TC-83 Vero, whose call it bears; inhibition, %; measured here: 10K pilot screen inhibition
# Active calls of the source: *; i = inactive; ? = inconclusive; / = not tested or not shown. The order is random. Share with any hit: about 1.4%.
SMILES,Salmonella PhoP GFP,VEEV TC-83 Vero,M. tuberculosis,H37Rv inhibition,H1N1 NS1A inhibition,others
Cc1ccc(N2C(=O)/C(=C/c3ccc(CN(CCC#N)S(C)(=O)=O)o3)C(=O)NC2=S)cc1,1.9%,0.7%,10.9%,1.0%,6.3%,
COc1ccccc1NC(=O)Nc1cc(NC(=O)Nc2ccccc2OC)c(C)nc1C,3.2%,0.2%,-2.0%,-6.0%,-1.5%,
O=C(COCc1nc2ccccc2c(=O)[nH]1)NCC1CCCCC1,4.0%,i,57.6%,?,-2.6%,
Cc1cc(C(=O)CN2C(=O)C(=O)N(CC(C)C)C2=O)c(C)n1-c1ccccc1F,5.7%,2.6%,20.7%,-1.3%,3.8%,
O=C(CCCC(=O)N(CC(=O)NC1CCCCC1)c1ccccc1F)Nc1ccccn1,7.5%,i,-6.6%,8.0%,4.4%,
COc1ccc2[nH]c3c(c2c1)CCN1C(=O)C(CC(=O)NCCCN(C)C)C[C@H](C(=O)N(C(C)C)C(C)C)[C@@]31C (some centres not stated),/,1.1%,/,/,8.0%,
Cc1ccc(C(=O)N/C(=C/c2ccc(F)cc2)C(=O)NCc2ccncc2)cc1,-3.9%,0.0%,-5.8%,-5.9%,-1.7%,
CCC(C)C(NC(N)=O)C(=O)Nc1ccc(C(=O)OC)cc1 (configuration not stated),-5.2%,0.8%,19.4%,7.9%,-9.3%,
CCN1CCN(c2ccc(S(=O)(=O)N3CCCCC3)cc2NC(=O)COc2ccc(Cl)cc2)CC1,-48.6%,5.7%,33.7%,?,-3.6%,
COc1cccc(CNCc2ccc(C(=O)O)cc2)c1OC,-2.0%,1.1%,-0.5%,-3.2%,-1.4%,
O=c1[nH]c(O)c(C=NCCc2ccccc2)c(=O)[nH]1,4.6%,0.8%,-0.3%,-10.7%,-22.9%,
COc1ccc(C(C)C)cc1S(=O)(=O)Nc1ccc(Cl)cn1,-1.5%,2.1%,-3.9%,-6.5%,10.3%,

# The list goes on (4 carried over from the part before).
SMILES,Salmonella PhoP GFP,VEEV TC-83 Vero,M. tuberculosis,H37Rv inhibition,H1N1 NS1A inhibition,others
CCN1CCN(c2ccc(S(=O)(=O)N3CCCCC3)cc2NC(=O)COc2ccc(Cl)cc2)CC1,-48.6%,5.7%,33.7%,?,-3.6%,
COc1cccc(CNCc2ccc(C(=O)O)cc2)c1OC,-2.0%,1.1%,-0.5%,-3.2%,-1.4%,
O=c1[nH]c(O)c(C=NCCc2ccccc2)c(=O)[nH]1,4.6%,0.8%,-0.3%,-10.7%,-22.9%,
COc1ccc(C(C)C)cc1S(=O)(=O)Nc1ccc(Cl)cn1,-1.5%,2.1%,-3.9%,-6.5%,10.3%,
COc1ccc(NC(=O)CN(C)C(=O)c2c(C)nn(-c3ccccc3)c2Cl)cc1,-1.8%,1.8%,8.1%,3.5%,-7.3%,
Nc1ncnc2c1ncn2CCN1CCOCC1,-7.4%,0.6%,-7.9%,-2.5%,-13.5%,
CCCCNC(=O)Nc1ccccc1C(=O)NCCC,-11.5%,2.7%,-2.6%,-2.1%,3.0%,
O=c1[nH]c(SCc2ccc(F)cc2Cl)nc2ccccc12,-2.5%,0.7%,-4.2%,0.3%,-4.2%,
Cc1ccc(NC(=O)CNS(=O)(=O)c2cccs2)cc1F,-5.9%,1.1%,6.0%,-15.4%,31.1%,
COc1cc(/C=N/NC(=O)Cn2cnc3c2c(=O)n(C)c(=O)n3C)cc(OC)c1OC,-11.3%,6.8%,-2.0%,-4.5%,/,
CC1CCCCN1CCCNc1ccc(C(CC(N)=O)NC(=O)Cc2ccc(Br)cc2)cc1[N+](=O)[O-] (configuration not stated),8.8%,3.2%,0.2%,4.5%,-6.3%,
N#CCCN(C(=O)COC(=O)c1ccc(S(=O)(=O)N2CCOCC2)cc1)c1ccccc1,/,6.1%,-4.7%,-8.8%,2.1%,
C=CCN1C(=O)/C(=N/n2cnnc2)c2ccccc21,-4.8%,2.5%,22.8%,-3.9%,-2.1%,
CCCNC(=O)Cn1cnc2sc(C(=O)N3CCN(Cc4ccc5c(c4)OCO5)CC3)c(C)c2c1=O,-2.1%,0.6%,-7.4%,3.8%,10.8%,
CCSc1nnc(-c2cccnc2)n1-c1ccc(C)c(Cl)c1,-13.2%,0.2%,27.9%,4.6%,20.0%,
CC(=O)Nc1cccc(C(=O)/C=C/c2ccc(F)cc2)c1,2.8%,7.1%,79.2%,?,-13.0%,

# Four compounds picked at random from the list so far:
SMILES,Salmonella PhoP GFP,VEEV TC-83 Vero,M. tuberculosis,H37Rv inhibition,H1N1 NS1A inhibition,others
CCCNC(=O)Cn1cnc2sc(C(=O)N3CCN(Cc4ccc5c(c4)OCO5)CC3)c(C)c2c1=O,-2.1%,0.6%,-7.4%,3.8%,10.8%,
Nc1ncnc2c1ncn2CCN1CCOCC1,-7.4%,0.6%,-7.9%,-2.5%,-13.5%,
CCSc1nnc(-c2cccnc2)n1-c1ccc(C)c(Cl)c1,-13.2%,0.2%,27.9%,4.6%,20.0%,
N#CCCN(C(=O)COC(=O)c1ccc(S(=O)(=O)N2CCOCC2)cc1)c1ccccc1,/,6.1%,-4.7%,-8.8%,2.1%,

# (list continues)
SMILES,Salmonella PhoP GFP,VEEV TC-83 Vero,M. tuberculosis,H37Rv inhibition,H1N1 NS1A inhibition,others
COc1ncnc2c1oc1nc(CC(C)C)c3c(c12)CC(C)(C)OC3,3.6%,10.8%,9.2%,6.7%,0.5%,
Nc1nc(CSc2ccccc2)nc(N2CCCCC2)n1,-3.4%,i,20.0%,3.4%,0.0%,
C#CCOCCOCCOCCNc1nc(N2CCN(C(=O)[C@H]([C@@H](C)CC)n3cc(CCC(=O)O)nn3)CC2)nc(N2CCN(C(=O)[C@H](CCCCN)n3cc(CC(C)O)nn3)CC2)n1 (some centres not stated),/,1.5%,/,/,2.8%,
NC(=O)NCc1ccc(C(=O)OCc2ccncc2)cc1,-4.2%,0.3%,10.1%,0.8%,-0.7%,
CCN(Cc1ccccc1)C(=O)CN1C(=O)c2ccccc2S1(=O)=O,3.4%,1.1%,-15.3%,1.6%,-5.2%,
COc1ccc(CNC(=O)C(=O)NCC2OCCN2S(=O)(=O)c2ccc(OC)cc2)cc1 (configuration not stated),-4.8%,i,23.6%,-10.9%,-7.1%,
CSc1ccccc1NC(=O)COc1ccccc1C,-2.0%,i,19.8%,9.2%,-11.7%,
C/C(CC(=O)Nc1ccc(N(C)C)cc1)=N\NC(=O)c1ccccc1O,1.4%,0.6%,35.0%,1.8%,6.5%,
COc1ccc(N(C(=O)c2ccco2)S(=O)(=O)c2cccs2)cc1,-1.0%,2.3%,10.9%,1.2%,-0.1%,
O=C(NCc1ccco1)c1cc(-c2ccccn2)nc2ccccc12,-16.0%,5.6%,-5.3%,-8.0%,2.0%,
Cc1ccc(/C=N/NC(=O)c2cccs2)o1,-2.1%,0.2%,?,-7.7%,4.9%,
CCOC(=O)C1(N(CC)CC)Sc2cc(C)ccc2NC1=O (configuration not stated),7.2%,6.8%,8.3%,-2.3%,-3.0%,
Cc1ccc(-n2c(C)cc(/C=N/NC(=O)c3ccncc3)c2C)cc1C,8.7%,2.4%,54.8%,?,7.6%,
S=C(Nc1ccc2nsnc2c1)NC1CCCCC1,-4.6%,1.7%,?,-5.7%,-14.4%,
COC(=O)c1ccccc1NC(=O)[C@@H]1CCC(=O)N1C1OC(=O)c2c1ccc(OC)c2OC (some centres not stated),-2.7%,0.9%,5.9%,-0.6%,-2.9%,
COC(=O)C1CCN(c2c([N+](=O)[O-])cc(C(F)(F)F)cc2[N+](=O)[O-])CC1,8.6%,0.9%,7.4%,-4.9%,7.1%,
CCN1CCN(c2ccc(S(=O)(=O)N3CCCCC3)cc2NC(=O)c2cccc(OC(F)F)c2)CC1,1.3%,1.8%,10.7%,2.6%,-2.5%,
Cn1c(=O)[nH]c(=O)c2c1nc(Br)n2Cc1cccc(Br)c1,-10.0%,0.2%,-0.2%,9.0%,-2.4%,
Cc1ccc(NC(=O)CN2C(=O)S/C(=C\c3ccc(OCC(=O)O)c(Br)c3)C2=O)cc1,-6.0%,0.2%,7.0%,-4.2%,-1.1%,
CC1CCCCN1CC(=O)Nc1ccc2c(c1)OCO2 (configuration not stated),/,1.5%,7.8%,2.3%,-11.3%,
CCCCNC(=O)c1ccc(/C=C2\Oc3ccccc3N(C)C2=O)cc1,-20.1%,0.2%,-9.2%,2.5%,8.4%,
CCOc1ccccc1C(=O)NC1CC2CCCC(C1)N2Cc1ccc(C)cc1 (configuration not stated),-4.7%,1.2%,5.6%,-2.2%,-1.5%,
CSc1nc(N)nc2c1ncn2CC(=O)NCc1ccccc1,/,0.4%,2.9%,-0.1%,-5.0%,
O=C(Nc1nnc(-c2ccc(Cl)cc2)o1)Nc1ccccc1F,-7.0%,1.3%,11.3%,?,-10.2%,
CN1C(=O)N(C)C2C1N(C)S(=O)(=O)N2C (configuration not stated),5.8%,1.4%,0.1%,3.4%,10.0%,
O=C(Nc1cccnc1N1CCOCC1)c1cc2ccccc2oc1=O,-5.3%,0.8%,?,67.4%,1.0%,
CCOc1cc(C(=O)Nc2ccc3c(c2)OCO3)ccc1OCCOc1ccccc1Cl,-0.3%,i,-6.5%,-5.7%,5.7%,
CC(C)NC(=S)N=Nc1c(O)[nH]c2ccc(C(C)C)cc12,-6.2%,1.0%,14.8%,48.1%,-3.9%,
COc1cccc(/C=N/NC(=S)NCCc2ccccc2)c1,7.2%,0.1%,-16.2%,15.6%,11.5%,
NC(=S)N/N=C/c1ccc(-c2cc(Cl)c(Cl)cc2Cl)o1,-0.6%,6.3%,64.9%,?,5.8%,
COc1ccc(-c2cc(CCC(=O)N3CCN(c4cc(C)ccc4C)CC3)on2)cc1,/,4.1%,/,/,4.7%,
O=C(NCc1ccc2c(c1)OCO2)c1cc(-c2ccccn2)nc2ccccc12,-2.4%,8.2%,6.7%,4.9%,0.5%,
CCc1ccc(-c2cc(C)no2)cc1S(=O)(=O)N1CC(=O)Nc2ccccc21,8.5%,1.4%,26.1%,1.8%,10.3%,
CCOC(=O)c1sc2nc3c(SCC(=O)O)cc(C(=O)c4cc(F)ccc4O)cn3c(=O)c2c1C,-3.2%,0.5%,57.5%,-0.4%,19.9%,VEEV TC-83 Vero 10K pilot screen=3.4
NC1=NC(=O)/C(=C/c2cccs2)S1,-4.0%,2.0%,13.3%,5.9%,-1.2%,
C/C(=N\NC(=O)c1cccnc1)c1nnn(-c2nonc2N)c1C,5.0%,2.3%,-9.9%,6.1%,-10.6%,
O=C(NCc1ccccc1)NC1(C(=O)N2CCN3CCCC3C2)CCCCC1 (configuration not stated),-14.9%,i,2.1%,0.8%,11.1%,
CCc1ccc(C(=O)NCc2cnn(C)c2)s1,7.9%,1.5%,6.5%,-3.4%,7.4%,
CC(=O)C1=C(C)NC(=O)NC1c1cccc([N+](=O)[O-])c1O (configuration not stated),-0.6%,1.1%,0.3%,2.8%,10.6%,
Cc1ccccc1C(=O)Nc1nnc(-c2cccnc2)o1,-2.0%,5.0%,?,64.8%,4.0%,
CCOC(=O)C1CCCN(C2=NC(=O)/C(=C/c3ccc(OC)cc3OC)S2)C1 (configuration not stated),15.5%,2.3%,10.5%,26.8%,0.2%,
CN(C)c1ccc(/C=N/NC(=O)C(=O)/C=C2\NC3(CCCC3)Cc3ccccc32)cc1,-6.1%,9.8%,16.6%,6.5%,7.0%,
Cc1nnc(NC(=O)C2CC(=O)N(c3ccc4c(c3)OCCO4)C2)s1 (configuration not stated),/,1.7%,6.6%,7.1%,-7.4%,
CCN(CC)c1ccc(NC(=S)NC(=O)c2ccco2)cc1,6.8%,3.2%,?,?,17.0%,
COC(=O)C(Cc1ccccc1)NC(=O)CCc1c[nH]c2ccccc12 (configuration not stated),-8.1%,i,-0.9%,?,-27.4%,
O=[N+]([O-])c1ccc(COc2ccccc2/C=N/O)cc1,-2.1%,3.9%,-10.7%,1.4%,1.5%,
NS(=O)(=O)c1ccc(N/C=C\C(=O)c2cccc3ccccc23)cc1,-4.2%,8.9%,50.0%,13.7%,8.2%,
